PGC1a acetyl inh: modulators of PGC1a acetylation; U2OS PGC1a acetylation, AlphaScreen anti-acetyl-lysine; with virally co-expressed GCN5 acetyltransferase; inhibition, % at 15.6 µM; actives 0.17% (n = 350,000); AID 651687;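 active means every replicate shows inhibition of at least 40%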;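 further: 0% = neutral control wells and 100% = positive control wells; some results beyond the cut were filed as inactive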
Statin myotox sup: suppression of simvastatin myotoxicity; actives 0.78% (n = 330,000); C2C12 myotubes + simvastatin, ATP luminescence, 48 h; scaled: DMSO 0, geranylgeraniol control 100; rescue of ATP level, % at 7.49 µM;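 active means mean ATP rescue above about 67%, or every replicate alone reaching that limit, limit read from the data, passing the limit was not always enough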;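 further: myotubes were challenged with 10 µM simvastatin during compound exposure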
ARNT TACC3 PPI: disruptors of human ARNT/TACC3 interaction; actives 0.66% (n = 390,000); inhibition, % at 9.99 µM; Q9Y6A5; AID 623870; AlphaScreen His-ARNT PAS-B/GST-TACC3 binding, luminescence; TACC3 fragment carries E629A point mutation;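 active means mean inhibition of replicates at least 50% and at least half of replicates each reaching 50%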;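 further: 0% = complete ARNT plus TACC3 wells and 100% = ARNT alone without TACC3; many hits fall short of the cut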
Cneo AK release: causes C. neoformans cell lysis. actives 0.2% (n = 360,000). adenylate kinase release luminescence, 4 h; normalised: neutral wells 0, clomiphene wells 100. lysis activity, % at 15 µM;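 active means mean lysis activity across replicates of at least 80%, whatever share of replicates individually reach that level; inactive means mean lysis activity below 80%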
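Test system: log-phase Cryptococcus neoformans yeast cells; Quantity: yeast cell density of 5 × 10^6 cells/mL; Buffer or medium: YPD; Doses: single compound concentration per well; Timing: 4 h at 37 °C static, read 1 h later; Measured by: AK luminescence; Read-out basis: lysis from increased AK signal; Control set: Clomiphene as positive control.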
LGR2 antag: blocks bursicon-induced cAMP signaling via Drosophila LGR2. HEK293 LGR2, CRE-luciferase, bursicon-stimulated, 4 h. inhibition, % at 9.99 µM. actives 0.35% (n = 380,000);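 active means drop in luminescence signal, shown as inhibition above about 50% in the replicate tests, limit read from the data, passing the limit was not always enough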;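 further: agonist challenge used bursicon conditioned medium at about half maximal strength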
PAX8 reporter: PAX8 transcriptional activity inhibition | inhibition, % at 12.6 µM | RMG-I TPO-luciferase reporter, SteadyGlo, 24 h | actives 1.2% (n = 360,000);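 active means mean replicate inhibition at least 60% with every replicate also reaching 60%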;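 further: luciferase light reporting Pax8 driven TPO promoter activity; plate controls were median of neutral control wells for no effect and mitoxantrone controls for full effect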
GSIS activator: GLuc luminescence reporter in INS-1E cells, primary screen for activators of glucose-dependent secretion of insulin. actives 0.61% (n = 370,000). INS-1E GLuc reporter insulin secretion, 2-3 h. AID 743287. activation, % at 16.6 µM;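 active means lowest replicate activation of at least 40%, so every replicate reaches that level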;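 further: 0% = median of neutral control wells and 100% = median of IBMX positive control wells; some compounds called inactive have numbers as strong as hits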
PglD DTNB: blocks C. jejuni PglD acetyltransferase activity | purified PglD enzyme, DTNB colorimetric CoA detection | AID 602405 | inhibition, % at 12.5 µM | actives 0.098% (n = 360,000); in the data active means inhibition above about 16%, passing the limit was not always enough; further: strong numbers were not always called active
* marks the source's active call; other numbers are inactive results; . = not tested or not shown.

SMILES	PGC1a acetyl inh	Statin myotox sup	ARNT TACC3 PPI	Cneo AK release	LGR2 antag	PAX8 reporter	GSIS activator	PglD DTNB
COCCNc1nc(Oc2cccc(F)c2)c2sccc2n1	5.1	3.4	.	-0.7	-12.1	-6.7	10.6	1.8
Cc1cc(C(=O)N2CCN(c3ccccc3Cl)CC2)c(C)o1	-6.7	-5.2	-9.9	-0.4	-22.1	-98.1	-3.7	2.3
CC12CN(S(=O)(=O)c3ccccc3)CC(C)(CN(S(=O)(=O)c3ccccc3)C1)C2	6.4	-4.4	-5.0	2.7	.	-17.4	.	-2.0
CNS(=O)(=O)c1cccc(C(=O)OCC(=O)N(Cc2ccccc2)C(C)(C)C)c1	-1.4	1.7	-6.6	3.2	.	4.8	-33.0	0.2
Cc1ccc(/C(O)=C2/C(=O)C(=O)N(CCN3CCOCC3)C2c2ccccn2)cc1 (stereo not given)	-13.5	-15.9	5.0	-2.1	.	-27.6	.	2.3
Cc1cnc(CNC(=O)c2ccc3sc([C@H]4C[C@H](O)[C@@H](CO)O4)nc3c2)cn1	-1.5	-13.7	.	1.2	12.9	1.9	.	.
COc1ccc(C(=O)Nc2nc3cc(OC)c(OC)cc3c(=O)[nH]2)cc1	-6.4	-43.0	-3.5	-0.9	.	-8.3	.	1.3
O=C(Cn1ncn2c(cc3ccccc32)c1=O)NCCC1=CCCCC1	3.0	17.2	2.3	-0.4	12.6	.	9.4	7.4
CCN(Cc1nc2cc(Cl)ccc2c(=O)[nH]1)C(=O)C1CC(=O)N(c2cccc3ccccc23)C1 (stereo not given)	-3.8	1.3	-0.2	-1.0	.	25.0	.	2.3
COC(=O)c1ccccc1NC(=O)Nc1nnc(N2CCCCC2C)s1 (stereo not given)	-10.2	-2.4	-1.2	1.6	.	.	.	-4.4
O=C(CN1C(=O)c2ccccc2C1=O)N(CCO)Cc1ccccc1	1.0	-9.5	-4.8	9.2	-0.8	7.9	2.1	-5.6
COc1cccc(S(=O)(=O)N[C@H]2CC[C@@H](CC(=O)NCc3ccc(F)cc3)O[C@H]2CO)c1	-7.2	1.9	9.5	3.1	19.6	-3.3	-0.6	0.2
COc1ccc(C(=O)N/C(N)=N/c2nc3ccccc3o2)cc1	.	-40.2	0.6	-1.6	.	-57.1	.	-4.5
O=c1c(Cc2c(F)cccc2Cl)c(O)ccn1CCCN1CCOCC1	.	.	-5.8	.	23.5	15.2	8.0	.
C[C@@H]1CN([C@H](C)CO)C(=O)Cc2cc(NC(=O)Nc3ccccc3)ccc2O[C@@H]1CN(C)C(=O)NC1CCCCC1	-5.4	1.3	-7.4	5.3	-15.9	8.9	-0.7	-2.2
O=C(O)c1ccc(-n2cccc2/C=N\NC(=O)c2cc3cc(Br)ccc3o2)cc1	9.0	26.3	-0.4	0.0	-1.8	21.1	-12.9	-3.2
Oc1cc2c(cc1CN1CCc3ccccc3C1)OCO2	0.6	4.4	5.2	-0.5	-0.4	20.6	20.2	0.1
CCOC1=C2CN(S(=O)(=O)c3ccc(C)cc3)[C@H](c3cccc4ccccc34)C[C@H]2C(C#N)(C#N)C(C#N)(C#N)C1	6.8	30.9	.	2.9	.	.	.	-6.2
COc1ccc(Cl)cc1NC(=O)C(C)N(C)Cc1cccc(Cl)c1Cl (stereo not given)	.	.	-0.5	.	10.0	-4.8	-1.8	.
CO[C@@H]1CN(C)C(=O)c2ccc(N)cc2OC[C@@H](C)NC[C@H]1C	3.0	-14.6	4.7	-3.5	0.2	.	7.8	2.3
CNc1ccc([N+](=O)[O-])cc1	8.6	10.8	.	-2.2	-3.2	.	0.6	-9.0
Cc1cc(C)n(/C(=C\N(C)C)C(=O)c2cccc([N+](=O)[O-])c2)n1	.	-18.3	-2.6	-0.1	1.0	8.7	-18.1	4.2
CC(C)(C)NC(=S)NNC(=O)c1ccccc1Cl	.	.	-2.4	.	-25.9	19.4	33.8	.
CO[C@@H]1CN(C)C(=O)c2cc(NC(=O)NC(C)C)ccc2OC[C@H](C)N(C(=O)NC(C)C)C[C@H]1C	.	8.8	1.2	-9.0	-12.6	4.2	-6.2	-3.9
CCOc1ccc(S(=O)(=O)N2Cc3ccccc3CC2C(=O)NCCCn2ccnc2)cc1 (stereo not given)	-2.7	3.1	2.5	-5.0	.	-8.8	.	-1.3
CCCOc1ccccc1NC(=O)/C=C/C(N)=O	-33.4	.	4.1	.	2.4	.	-17.7	.
Cc1ccc(Cl)cc1NC(=O)CSc1nncn1-c1ccccn1	.	2.1	-8.8	2.9	6.8	-10.5	-5.9	-1.3
Cc1cnc(CNC(=O)CC2C(=O)NCCN2Cc2ccccc2C(F)(F)F)cn1 (stereo not given)	.	3.3	-1.1	1.0	-6.0	-6.5	24.4	2.4
CCN(CC)S(=O)(=O)c1ccc(N2CCOCC2)c(NC(=O)C2=COCCO2)c1	5.0	.	4.9	-2.3	-9.8	3.4	1.2	3.4
O=C(CCCNC(=O)c1ccc(Cl)cc1)NCc1ccccc1Cl	-8.7	6.1	-6.9	-0.9	-10.1	-135.2	4.9	.
C[C@@H]1CN([C@H](C)CO)C(=O)c2cccc(NC(=O)C3CC3)c2O[C@H]1CN(C)Cc1ccc2c(c1)OCO2	1.6	14.0	-2.6	54.8	-11.5	.	-2.4	6.6
CN(c1ccc(OCC(=O)N2CCOCC2)cc1)S(=O)(=O)c1ccc(F)cc1	7.9	15.7	-2.0	.	10.2	-5.7	-2.1	.
NC(=S)N/N=C1/CCSc2ccc3ccccc3c21	-13.9	.	.	.	-21.5	27.8	7.4	.
Cc1cc(C)n2nc(C(=O)OCC(=O)N(C)CC(=O)Nc3ccc(F)cc3)nc2n1	-2.0	1.6	-6.4	-2.7	-0.6	-5.3	2.9	3.9
Cc1cc(C)c2c(c1)c1nnc(SCCN3CCCCC3)nc1n2C	4.5	-1.7	11.7	0.5	-91.7	-13.2	-6.5	-3.9
CN(CC(=O)Nc1cc(C(F)(F)F)ccc1-n1cncn1)Cc1nc2ccccc2c(=O)[nH]1	8.7	1.7	10.1	1.5	-11.1	4.2	.	0.8

Continued; it opens with the two that closed the last part.
SMILES	PGC1a acetyl inh	Statin myotox sup	ARNT TACC3 PPI	Cneo AK release	LGR2 antag	PAX8 reporter	GSIS activator	PglD DTNB
Cc1cc(C)c2c(c1)c1nnc(SCCN3CCCCC3)nc1n2C	4.5	-1.7	11.7	0.5	-91.7	-13.2	-6.5	-3.9
CN(CC(=O)Nc1cc(C(F)(F)F)ccc1-n1cncn1)Cc1nc2ccccc2c(=O)[nH]1	8.7	1.7	10.1	1.5	-11.1	4.2	.	0.8
Cc1ccc(S(=O)(=O)Nc2ccc3c(c2)CC(=O)N([C@@H](C)CO)C[C@H](C)[C@H](CN(C)S(=O)(=O)c2c(C)noc2C)O3)cc1	7.9	-11.0	-12.3	0.5	13.7	-27.2	3.2	-1.6
COc1ccc(/C=N/NC(=O)c2cc(C)on2)c2ccccc12	1.6	0.5	7.5	-2.1	.	.	.	-3.6
COc1cc(C[C@@H]2C(=O)OC[C@H]2Cc2ccc(OC)c(OC)c2)ccc1O	13.4	-36.5	-1.8	0.6	.	8.3	.	-3.4
CC(/C=C1\SC(=S)N(CC(=O)O)C1=O)=C\c1ccccc1	8.4	.	-2.0	.	8.2	0.7	9.3	.
COc1ccccc1-c1ccc2c(c1)O[C@H](CN(C)C(=O)Nc1ccccc1)[C@@H](C)CN([C@@H](C)CO)S2(=O)=O	-4.5	-39.0	-2.6	-4.9	16.2	-15.6	-12.2	-1.3
Cc1nc(N/C(N)=N/S(=O)(=O)c2ccc([N+](=O)[O-])cc2)nc2ccccc12	13.3	-2.2	-4.3	-2.7	-7.2	-5.5	-3.0	2.1
C[C@H](CO)N1C[C@H](C)[C@H](CN(C)S(=O)(=O)c2ccccc2)Oc2ncc(C#CC(C)(C)O)cc2C1=O	-6.1	3.3	.	.	6.9	-12.4	19.6	.
Cc1ccc(S(=O)(=O)N(C)CC(=O)N2CC(C)OC(C)C2)cc1 (stereo not given)	0.3	.	27.7	-0.6	1.6	9.8	3.0	3.9
COC(=O)c1ccc(Cn2nc(C(F)(F)F)cc2C)cc1	1.3	.	-2.4	3.5	.	0.9	.	-5.1
OC[C@@H]1CN(CCc2ccccc2)C[C@H](n2cnc3c(N4CCOCC4)ncnc32)O1	4.7	1.0	.	-0.8	-16.1	-8.9	17.2	-3.4
O=C(CC[C@H]1O[C@@H](n2cnc3c(NC(=O)c4ccccc4)ncnc32)[C@H](O)[C@@H]1O)NCC(c1ccccc1)c1ccccc1	-1.5	0.8	.	1.1	-4.3	12.1	-9.2	2.4
COc1ccc(CN2C[C@H](O)COC[C@H]3O[C@H](CC(=O)NCCN4CCCC4)CC[C@@H]32)cc1	-2.9	-2.2	14.5	1.7	13.2	17.3	-7.4	-0.7

3 entries from above, arranged by the value under GSIS activator, low to high.
SMILES | GSIS activator
Cc1ccc(S(=O)(=O)N(C)CC(=O)N2CC(C)OC(C)C2)cc1 (stereo not given) | 3.0
CC(/C=C1\SC(=S)N(CC(=O)O)C1=O)=C\c1ccccc1 | 9.3
OC[C@@H]1CN(CCc2ccccc2)C[C@H](n2cnc3c(N4CCOCC4)ncnc32)O1 | 17.2

(continued)
SMILES	PGC1a acetyl inh	Statin myotox sup	ARNT TACC3 PPI	Cneo AK release	LGR2 antag	PAX8 reporter	GSIS activator	PglD DTNB
Cn1c(=O)c2c(ncn2Cc2nnc(N)s2)n(C)c1=O	-22.7	1.7	-2.6	8.1	-2.7	-8.1	-4.4	0.7
C#CCNC(=O)C1=C[C@@H](c2cn(C(C)=O)c3ccccc23)C[C@@H](OCc2ccc(CO)cc2)O1	-13.9	15.2	-2.6	1.1	-13.2	18.2	-9.3	0.2
O=S(=O)(c1cccc2nsnc12)N1CCCC1	-7.6	-12.8	-2.6	2.8	.	.	5.6	-7.4
CCC/C(=N/NC(=O)c1csc(C)c1C)c1ccc(Cl)s1	-5.2	5.2	.	-1.0	.	-60.1	.	-3.6
CCOC(=O)C1=C(C)NC(=O)NC1c1ccc(OCC(=O)Nc2ccccc2)c(OC)c1 (stereo not given)	-8.0	-4.2	-20.8	-2.1	-10.6	3.5	.	9.6
COc1ccc(CNCc2ccc(F)cc2)c(OC)c1	19.6	5.4	-1.0	-1.9	0.2	21.8	7.9	-6.4
CN(C)S(=O)(=O)c1cccc(NC(=O)NCCCl)c1	0.0	.	-5.4	.	-12.1	-17.4	20.3	.
Cc1c(C(=O)Nc2ccc(Cl)cc2)c2ccccn2c1CCc1ccncc1	5.9	-1.4	-6.5	-3.1	-78.3	-63.1	-11.5	-4.8
COc1ccc(NC(=O)Nc2cccc3c2O[C@H](CN(C)Cc2ccc4c(c2)OCO4)[C@@H](C)CN([C@@H](C)CO)C3=O)cc1	-3.5	-10.8	5.9	36.2	-7.1	-44.2	-12.9	0.8
Cn1c(=O)oc2cc(S(=O)(=O)N3CCCC(C(=O)NC4CCCc5ccccc54)C3)ccc21 (stereo not given)	-10.1	-0.7	-0.3	0.7	16.1	18.1	.	-1.6
C[C@H](CO)N1C[C@H](C)[C@H](CN(C)Cc2ccc(C(=O)O)cc2)Oc2cc(/C=C/c3ccccc3)ccc2S1(=O)=O	10.7	-11.6	5.7	-1.5	4.4	.	-5.8	4.2
Cc1ccccc1OC(=O)CCC(=O)OCCCC(F)(F)C(F)(F)F	-6.4	23.4	-0.7	-3.2	-2.8	.	7.6	1.2
Cc1ccc(S(=O)(=O)N2CCOCCOCCOCCOCCOCC2)cc1	-5.7	5.4	-2.3	-1.4	.	32.2	.	1.2
COc1ccc(S(=O)(=O)N2CCOCC2)cc1NS(=O)(=O)/C=C/c1ccccc1	15.1	-5.0	-2.4	.	-13.2	2.7	11.1	.

Source: PubChem BioAssay
